HttQ103 aggreg: inhibitors of mutant huntingtin aggregate formation in PC12 cells | actives 1.1% (n = 220,000) | Potency, µM (doses to about 46.1 µM), without a hit: at the highest dose activity change, negative = inhibition, usual class: inhibitors | PC12 HttQ103-GFP aggregates, Acumen cytometry, 40 h | AID 1688; further: potency means the concentration at half of the fitted maximal effect; on the % scale 0 is the no-effect control and ±100 the full control effect; nearly all actives have a fitted effect of over 60% in size
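Huntingtin Q103 exon 1–GFP aggregates in induced PC12 cells (100 nM tebufenozide) were quantified by cytometry from lysates, with compounds dosed in titration.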
IMPase Li inh: cell-permeable IMPase inhibitors with lithium potentiation | CHO-M1 cells, IP1 TR-FRET (IP-One), carbachol + lithium | AID 1457 | actives 0.35% (n = 210,000) | Potency, µM (highest dose often 59.4 µM), for inactives: at the top dose activity, negative = IMPase inhibition, usual class: inhibitors;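 further: IP1 builds up when IMPase is blocked and the TR-FRET signal falls; potency means the concentration at half of the fitted maximal effect; plate controls were basal vehicle for no effect and high inhibitor control for full effect; nearly all actives have a fitted effect of over 50% in size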
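Concentration–response in CHO-M1 cells, lithium-potentiated; 30 min at 37C. IP1 detected by competitive TR-FRET after 10 min lysis at RT. Hill-fitted AC50.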
KinaseGlo FLuc: Kinase-Glo luciferase inhibition (counter-screen) | Q27757 | Kinase-Glo luciferase, ATP luminescence, 8 min | Potency, µM (highest dose often 38.3 µM), for the others: at the top dose activity change, negative = inhibition, most hits filed as inhibitors | actives 0.28% (n = 200,000); further: potency means the concentration at half of the fitted maximal effect; on the % scale 0 is the no-effect control and ±100 the full control effect; nearly all actives have a fitted effect of over 60% in size
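Luminescence was the read-out, taken after 8-minute incubation at ambient temperature. Luciferase turned over luciferin with 10 uM ATP in imidazole pH 7.2 buffer containing KCl, MgCl2, Tween 20 and BSA.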
LMNA splice mod: changes lamin A minigene splicing in HeLa cells; HeLa LMNA splicing GFP/RFP minigene ratio, 48 h; Potency, µM (titrated, usually from 46.1 µM), inactives show top-dose ratio change, negative = inhibition, most hits filed as inhibitors; actives 0.01% (n = 200,000); AID 1487; active means well fitted inhibition curve with a large enough effect in the signal ratio, with a control signal flat, not every such curve was filed as active; inconclusive means small, poorly fitted or top-dose-only effect, or effect the other way, or a change in a side signal; the % refers to the signal ratio; further: potency means the concentration at half of the fitted maximal effect; on the % scale 0 is the no-effect control and ±100 the full control effect
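S3 HeLa cells stably expressing lamin A-EGFP splicing minigene plus DsRed2, 600 cells/well, 48 h compound exposure at 37C. Laser-scanning cytometry; analysed as GFP (500-530 nm)/RFP (575-640 nm) total intensity ratio; 0.5% DMSO vehicle.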
CBFb RUNX1 block: blocks binding between human CBF-beta and RUNX1. Q01196+Q13951. AlphaScreen CBFb-His/RUNX1-biotin binding, biochemical. Potency, µM (top dose mostly 59.8 µM), for the others: at the top dose activity, negative = inhibition, hits mostly inhibitors. 230,000 tested, under 10 active. AID 1477; further: % of control where 0% means no effect
Target sequence (Q01196 whole entry, looked up): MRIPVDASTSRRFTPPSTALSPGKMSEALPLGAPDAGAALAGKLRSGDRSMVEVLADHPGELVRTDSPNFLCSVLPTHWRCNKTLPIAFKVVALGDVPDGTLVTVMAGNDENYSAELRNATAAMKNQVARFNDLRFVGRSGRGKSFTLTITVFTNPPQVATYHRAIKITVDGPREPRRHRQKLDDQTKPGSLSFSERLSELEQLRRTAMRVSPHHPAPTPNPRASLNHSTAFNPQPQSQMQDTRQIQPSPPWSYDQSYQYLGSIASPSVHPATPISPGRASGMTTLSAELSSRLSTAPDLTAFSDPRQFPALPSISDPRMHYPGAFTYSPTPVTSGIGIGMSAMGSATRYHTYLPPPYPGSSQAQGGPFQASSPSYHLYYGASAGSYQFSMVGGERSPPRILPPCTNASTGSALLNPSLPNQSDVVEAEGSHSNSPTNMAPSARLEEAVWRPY
Target sequence (Q13951 whole entry, looked up): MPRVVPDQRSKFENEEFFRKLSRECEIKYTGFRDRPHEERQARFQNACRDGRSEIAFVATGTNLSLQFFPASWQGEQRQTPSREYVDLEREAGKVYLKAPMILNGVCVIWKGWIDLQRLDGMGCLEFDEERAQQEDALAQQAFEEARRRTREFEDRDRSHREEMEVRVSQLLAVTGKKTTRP
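Read-out: AlphaScreen. Format: His-CBF-beta with biotinylated RUNX1 (30 nM each) preincubated 20 min, compound 15 min, Ni-chelate plus streptavidin beads 90 min; room temperature throughout.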
Epigenetic derep: epigenetic control regulation, reporter derepression. AID 1865. actives 0.2% (n = 280,000). Potency, µM (titrated, usually from 53.9 µM), without a hit: at the highest dose GFP activation, usual class: activators. murine LDR cells, GFP reporter derepression, 30 h; further: potency means the concentration at half of the fitted maximal effect; % of control where 0% means no effect; nearly all actives have a fitted effect of over 60% in size
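In this reporter-derepression format, murine cells bearing a silenced integrated CMV-GFP locus incubate with test compound (30 h, 37 C), then are washed and imaged; fluorescent objects of 20–120 um count as induced cells.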
NPSR antagonist: neuropeptide S receptor (human) antagonism, cAMP | CHO-NPSR cells, cAMP TR-FRET, antagonist mode | Potency, µM (titrated, usually from 38.3 µM), for inactives: at the highest dose activity change, negative = inhibition, hits mostly inhibitors | actives 1% (n = 220,000); further: potency means the concentration at half of the fitted maximal effect; on the % scale 0 is the no-effect control and ±100 the full control effect; nearly all actives have a fitted effect of over 50% in size; many of its hits are not listed in these tables
Target sequence (Q6W5P4 whole entry, looked up): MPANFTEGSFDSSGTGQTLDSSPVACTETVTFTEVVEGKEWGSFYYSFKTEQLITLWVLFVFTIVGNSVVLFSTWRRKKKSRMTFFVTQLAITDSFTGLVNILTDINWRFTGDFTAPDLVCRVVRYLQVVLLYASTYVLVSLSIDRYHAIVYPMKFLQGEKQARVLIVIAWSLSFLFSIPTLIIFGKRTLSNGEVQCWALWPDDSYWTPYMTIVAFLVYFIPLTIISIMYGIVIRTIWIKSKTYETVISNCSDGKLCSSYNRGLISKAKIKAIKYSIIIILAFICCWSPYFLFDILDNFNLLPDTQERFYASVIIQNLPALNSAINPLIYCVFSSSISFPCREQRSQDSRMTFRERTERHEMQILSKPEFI
Active calls of the source: *; & = joins results of further samples; [ ] = another dose, or the depositor's remark. Unless noted, the call rests on the fitted dose curve; in most records, active means well fitted curve in the direction sought with a large enough effect; inconclusive means small, poorly fitted or top-dose-only effect, or another doubt; inactive means no such curve, though single readings can be large; an effect the other way counts as inactive or inconclusive. An excerpt. The share of hits here may be higher or lower than overall.

`CC(C)c1ccc(CN2CC(C(=O)Nc3ccccc3)CC2=O)cc1` (stereo not drawn) gave HttQ103 aggreg 4%, IMPase Li inh 1%, KinaseGlo FLuc 4%, LMNA splice mod -11%[46 µM], CBFb RUNX1 block inconclusive, Epigenetic derep -1.5% and NPSR antagonist -5%.
For COc1c(/C=N/NC(=O)c2ccncc2)c(CCN(C)C(C)=O)cc2c1OCO2 the results were HttQ103 aggreg -7%[9.22 µM], CBFb RUNX1 block 9%, Epigenetic derep 1.1% and NPSR antagonist -9%.
Screening CCOc1ccc(-n2cnnn2)cc1S(=O)(=O)N1CCCCC1 returned HttQ103 aggreg -12%, IMPase Li inh 21%[38.3 µM], KinaseGlo FLuc 4%, LMNA splice mod -8%, CBFb RUNX1 block 12%, Epigenetic derep 0.3% and NPSR antagonist 1%[46.1 µM].
`CCN(CC(=O)NCc1ccc(Cl)cc1)C(=O)/C=C/c1ccco1` gave HttQ103 aggreg 22%, IMPase Li inh -9%, KinaseGlo FLuc -1%, LMNA splice mod -17%[46 µM], CBFb RUNX1 block 0%, Epigenetic derep 1.1% and NPSR antagonist 0%.
`COC(=O)c1ccc(NS(=O)(=O)N(C)C)cc1` gave HttQ103 aggreg -15%, IMPase Li inh 13%[38.3 µM], KinaseGlo FLuc 0%, LMNA splice mod 10%, CBFb RUNX1 block 7%, Epigenetic derep -1.0% and NPSR antagonist -3%[46.1 µM].
For O=C(N=C1SCC(=O)N1c1ccccc1Cl)c1ccco1 the results were HttQ103 aggreg 13%, IMPase Li inh -3%[38.3 µM], KinaseGlo FLuc -2%, LMNA splice mod -3%, CBFb RUNX1 block -8%, Epigenetic derep 0.8% and NPSR antagonist -13%[46.1 µM].
For COC(=O)c1c(NC(=O)C2CC2)sc2c1CCCC2 the results were HttQ103 aggreg -17%, IMPase Li inh 29%[38.3 µM], KinaseGlo FLuc 7%, LMNA splice mod -10%, CBFb RUNX1 block -1%, Epigenetic derep -0.8% and NPSR antagonist -12%[46.1 µM].
For COc1ccc(C2C(C(=O)Nc3ccc(OC)c(OC)c3)c3ccccc3C(=O)N2C)cc1 (stereo not drawn) the results were HttQ103 aggreg 7%, IMPase Li inh 10%, KinaseGlo FLuc 1%, LMNA splice mod -11%[9.22 µM], CBFb RUNX1 block -4%, Epigenetic derep 0.9% and NPSR antagonist -13%.
For CC(NC(=O)C12CC3CC(CC(C3)C1)C2)c1ccc2c(c1)OCCO2 (stereo not drawn) the results were HttQ103 aggreg -20%, IMPase Li inh 11%[38.3 µM], KinaseGlo FLuc 1%, LMNA splice mod 12%, CBFb RUNX1 block 0%, Epigenetic derep -1.2% and NPSR antagonist -11%[46.1 µM].
Screening O=C(Cc1ccccc1)NCC(=O)N/N=C/c1ccc(Cl)cc1 returned HttQ103 aggreg 3%, IMPase Li inh -4%, KinaseGlo FLuc -5%, CBFb RUNX1 block -4%, Epigenetic derep -4.0% and NPSR antagonist 5%.
`COc1ccc(Nc2nnc(C)c3ccccc23)cc1C(N)=O` gave HttQ103 aggreg 6%[9.22 µM], IMPase Li inh -2%[38.3 µM], KinaseGlo FLuc -3%, LMNA splice mod 2%, CBFb RUNX1 block 12%, Epigenetic derep 0.8% and NPSR antagonist -18%[46.1 µM].
Screening CCc1ccc2c(c1)/C(=N/N(C)C(=S)NC)C(=O)N2 returned HttQ103 aggreg 30%, IMPase Li inh 6%[38.3 µM], KinaseGlo FLuc -3%, LMNA splice mod -20%, CBFb RUNX1 block -20%, Epigenetic derep 0.0% and NPSR antagonist -9%[46.1 µM].
CCc1nc2ccccc2n1Cc1ccc(F)cc1 was read as HttQ103 aggreg -6%, IMPase Li inh -1%, KinaseGlo FLuc 1%, LMNA splice mod 25%[46 µM], CBFb RUNX1 block 9%, Epigenetic derep 4.5% and NPSR antagonist -16%.
COc1cc(OC)c2ccc(=O)oc2c1C(CC(=O)N1CCOCC1)c1ccc2c(c1)OCO2 (stereo not drawn) was read as HttQ103 aggreg 2%[9.22 µM], CBFb RUNX1 block -2%&13%, Epigenetic derep 1.1% and NPSR antagonist 1%.
For CC(=O)c1ccc(-n2cc(-c3ccc(C(C)(C)C)cc3)[n+]3c2SCCC3)cc1 the results were HttQ103 aggreg 10µM*, IMPase Li inh 23%, KinaseGlo FLuc 8%, LMNA splice mod -21%[46 µM], CBFb RUNX1 block 10%, Epigenetic derep -2.6% and NPSR antagonist -8%.
CC(=O)N1Cc2ccccc2C(C)CC12CCCC2 (stereo not drawn) was read as HttQ103 aggreg 5%, IMPase Li inh 12%, KinaseGlo FLuc 3%, LMNA splice mod inconclusive, CBFb RUNX1 block -5%, Epigenetic derep 2.1% and NPSR antagonist -5%.
Screening COC(=O)c1ccc(CSCC(=O)Nc2ccccc2)cc1 returned HttQ103 aggreg 5%[9.22 µM], IMPase Li inh -4%, CBFb RUNX1 block 10%, Epigenetic derep -0.2% and NPSR antagonist 0%.
`CCn1c(CNC(=O)COc2ccc(C(C)C)cc2)nnc1SCC(=O)Nc1ccc(F)cc1` gave HttQ103 aggreg -7%, IMPase Li inh 66%[activator][38.3 µM], KinaseGlo FLuc 0%, LMNA splice mod -4%, CBFb RUNX1 block 4%, Epigenetic derep 5.6% and NPSR antagonist inconclusive.
For Cc1ccnc(NC(c2ccsc2)c2ccc3ccc(C)nc3c2O)c1 (stereo not drawn) the results were HttQ103 aggreg 8%[9.22 µM], IMPase Li inh 15%, KinaseGlo FLuc 0%, LMNA splice mod inconclusive, CBFb RUNX1 block -23%, Epigenetic derep 4.8% and NPSR antagonist -26%.
`COC(=O)c1ccc(NC(=O)c2cn(-c3cccc(C)n3)cn2)cc1` gave HttQ103 aggreg 27%, IMPase Li inh -21%[38.3 µM], KinaseGlo FLuc -3%, LMNA splice mod 1%, CBFb RUNX1 block 4%, Epigenetic derep 0.0% and NPSR antagonist -3%[46.1 µM].
Screening CCCN1CCN(CCCNC(=O)Cn2nc(-c3ccc(Cl)cc3)ccc2=O)CC1 returned HttQ103 aggreg -6%, IMPase Li inh 17%[38.3 µM], KinaseGlo FLuc 2%, LMNA splice mod 15%, CBFb RUNX1 block 0%, Epigenetic derep -0.8% and NPSR antagonist 2%[46.1 µM].
COc1ccccc1NC(=O)c1ccc(NC(=O)CN2C(=O)CN(C)C2=O)cc1 was read as HttQ103 aggreg -2%, IMPase Li inh -1%, KinaseGlo FLuc -3%, CBFb RUNX1 block -20%, Epigenetic derep -0.9% and NPSR antagonist 9%.
For O=c1[nH]cnc2c1nc(Cl)n2C1OC(CO)C(O)C1O (stereo not drawn) the results were IMPase Li inh 1%, KinaseGlo FLuc 0%, LMNA splice mod 3% and Epigenetic derep 0.7%.
For O=C1CSC(=S)N1c1cccnc1 the results were HttQ103 aggreg -20%, IMPase Li inh -3%[38.3 µM], KinaseGlo FLuc -3%, LMNA splice mod -2%, CBFb RUNX1 block -5%, Epigenetic derep -0.6% and NPSR antagonist 7%[46.1 µM].
For NC(=O)c1ccccc1OCC(=O)NC12CC3CC(CC(C3)C1)C2 the results were HttQ103 aggreg 5%[9.22 µM], IMPase Li inh -8%[38.3 µM], KinaseGlo FLuc 1%, LMNA splice mod -12%, CBFb RUNX1 block 0%, Epigenetic derep 3.3% and NPSR antagonist -18%[46.1 µM].
Screening NC(=O)c1cccc(N)c1 returned IMPase Li inh 6%&-4%&9%&5%, KinaseGlo FLuc 0%, LMNA splice mod inconclusive, CBFb RUNX1 block -1%, Epigenetic derep -0.2%&1.1%&-3.1%&-2.8% and NPSR antagonist 2%[46.1 µM].
`COCCn1c(=O)c2c(nc3n2CCN3c2ccc(C)cc2)n(C)c1=O` gave HttQ103 aggreg 12%, IMPase Li inh -2%[38.3 µM], KinaseGlo FLuc -1%, LMNA splice mod 7%, CBFb RUNX1 block 7%, Epigenetic derep 0.0% and NPSR antagonist -12%[46.1 µM].
COc1ccc(C(=O)N/C(=C/c2cccs2)C(=O)NCCCn2ccnc2)cc1OC was read as HttQ103 aggreg 7%, IMPase Li inh -9%[38.3 µM], KinaseGlo FLuc 1%, LMNA splice mod -4%, CBFb RUNX1 block -2%, Epigenetic derep 0.0% and NPSR antagonist -20%[46.1 µM].
O=C(Nc1sc2c(c1C(=O)NCc1cccnc1)CCCC2)c1ccco1 was read as HttQ103 aggreg 2%, IMPase Li inh 35%[activator][38.3 µM], KinaseGlo FLuc -1%, LMNA splice mod 22%, CBFb RUNX1 block 18%, Epigenetic derep 1.8% and NPSR antagonist -4%[46.1 µM].
Screening Cn1cccc1C(=O)NC(=O)COC(=O)c1ccccc1O returned HttQ103 aggreg 0%, IMPase Li inh 1%[38.3 µM], KinaseGlo FLuc -8%, LMNA splice mod 7%, CBFb RUNX1 block -1%, Epigenetic derep 0.0% and NPSR antagonist -7%[46.1 µM].

3 compounds already listed, sorted by SMILES length, low to high:
For O=c1[nH]cnc2c1nc(Cl)n2C1OC(CO)C(O)C1O (stereo not drawn) the results were IMPase Li inh 1%, KinaseGlo FLuc 0%, LMNA splice mod 3% and Epigenetic derep 0.7%.
For NC(=O)c1ccccc1OCC(=O)NC12CC3CC(CC(C3)C1)C2 the results were HttQ103 aggreg 5%[9.22 µM], IMPase Li inh -8%[38.3 µM], KinaseGlo FLuc 1%, LMNA splice mod -12%, CBFb RUNX1 block 0%, Epigenetic derep 3.3% and NPSR antagonist -18%[46.1 µM].
Screening CCCN1CCN(CCCNC(=O)Cn2nc(-c3ccc(Cl)cc3)ccc2=O)CC1 returned HttQ103 aggreg -6%, IMPase Li inh 17%[38.3 µM], KinaseGlo FLuc 2%, LMNA splice mod 15%, CBFb RUNX1 block 0%, Epigenetic derep -0.8% and NPSR antagonist 2%[46.1 µM].

The results go on:
For COCCCNC(=S)Nc1cc(C)c(C)cc1C the results were HttQ103 aggreg 20%[9.22 µM], CBFb RUNX1 block 7%, Epigenetic derep 2.1% and NPSR antagonist 9%.
`Cc1ccc2cc(CN(c3ccc(C)c(C)c3)S(C)(=O)=O)c(=O)[nH]c2c1` gave HttQ103 aggreg -6%, IMPase Li inh -7%, KinaseGlo FLuc -1%, CBFb RUNX1 block inconclusive, Epigenetic derep 1.1% and NPSR antagonist -39%.
Screening CCc1ccc(N2CC(C(=O)N/N=C/c3cc([N+](=O)[O-])ccc3O)CC2=O)cc1 (stereo not drawn) returned HttQ103 aggreg -2%[9.22 µM], IMPase Li inh 4%, KinaseGlo FLuc -1%, CBFb RUNX1 block inconclusive, Epigenetic derep 1.9% and NPSR antagonist -5%.
`CCOc1ccc(C2CC(c3ccccc3)Nc3nc(N)nn32)cc1` (stereo not drawn) gave HttQ103 aggreg -10%[9.22 µM], IMPase Li inh 2%[38.3 µM], KinaseGlo FLuc 0%, LMNA splice mod -1%, CBFb RUNX1 block 10%, Epigenetic derep -1.2% and NPSR antagonist 0%[46.1 µM].
